bIAP activator = increases bovine intestinal alkaline phosphatase activity | purified bovine IAP, CDP-star luminescence, 30 min; active compounds read high; fold of DMSO-control signal, blank-subtracted | activation factor at 20 µM | 200,000 tested, 0.17% active | AID 1016;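 active means activation factor of 2 or more at 20 µM, a signal rise over negative controls twice the positive control's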
TNAP inh hiacc = TNAP (human) inhibition, high acceptor | P05186 | AID 1135 | 200,000 tested, 0.03% active | purified TNAP, CDP-star luminescence, 1 M DEA | inhibition, % at 20 µM;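 active means over 50% inhibition of tissue-nonspecific alkaline phosphatase at 20 µM in the single-dose screen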;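 further: plate controls were DMSO wells for no effect and EDTA-quenched wells as full inhibition for full effect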
Target sequence (P05186 whole entry, looked up): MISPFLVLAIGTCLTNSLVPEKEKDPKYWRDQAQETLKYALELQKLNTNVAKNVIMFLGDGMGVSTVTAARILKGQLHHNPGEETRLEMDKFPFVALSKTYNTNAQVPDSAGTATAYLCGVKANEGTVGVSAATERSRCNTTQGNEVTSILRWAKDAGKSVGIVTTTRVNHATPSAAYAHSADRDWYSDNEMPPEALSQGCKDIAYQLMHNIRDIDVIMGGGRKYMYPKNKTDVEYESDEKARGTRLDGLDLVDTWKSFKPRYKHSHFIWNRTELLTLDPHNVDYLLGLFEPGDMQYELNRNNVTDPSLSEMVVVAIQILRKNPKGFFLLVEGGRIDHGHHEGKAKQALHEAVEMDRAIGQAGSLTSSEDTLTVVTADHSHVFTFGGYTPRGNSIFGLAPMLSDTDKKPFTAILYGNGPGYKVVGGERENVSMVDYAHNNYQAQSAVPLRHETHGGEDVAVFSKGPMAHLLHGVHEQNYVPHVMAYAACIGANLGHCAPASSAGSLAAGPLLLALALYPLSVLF
NF-kB neuron act = NF-kB expression increase, human neuronal cells; AID 1239; 190,000 tested, 1.6% active; NF-kB reporter expression; active compounds read high; fold change at 12.5 µM; in the data active means fold change above about 3.3
FLuc stim CS = affects firefly luciferase, flagging false hits in luciferase stimulation screens; 200,000 tested, under 10 active; activation factor at 10 µM; ATPlite luciferase biochemical, luminescence, 10 min; 0 = ATP-free wells, 1 = DMSO control; P08659;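 active means luciferase activation factor, scaled between plate controls, of at least 2 with compound at 10 µM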
Target sequence (P08659 whole entry, looked up): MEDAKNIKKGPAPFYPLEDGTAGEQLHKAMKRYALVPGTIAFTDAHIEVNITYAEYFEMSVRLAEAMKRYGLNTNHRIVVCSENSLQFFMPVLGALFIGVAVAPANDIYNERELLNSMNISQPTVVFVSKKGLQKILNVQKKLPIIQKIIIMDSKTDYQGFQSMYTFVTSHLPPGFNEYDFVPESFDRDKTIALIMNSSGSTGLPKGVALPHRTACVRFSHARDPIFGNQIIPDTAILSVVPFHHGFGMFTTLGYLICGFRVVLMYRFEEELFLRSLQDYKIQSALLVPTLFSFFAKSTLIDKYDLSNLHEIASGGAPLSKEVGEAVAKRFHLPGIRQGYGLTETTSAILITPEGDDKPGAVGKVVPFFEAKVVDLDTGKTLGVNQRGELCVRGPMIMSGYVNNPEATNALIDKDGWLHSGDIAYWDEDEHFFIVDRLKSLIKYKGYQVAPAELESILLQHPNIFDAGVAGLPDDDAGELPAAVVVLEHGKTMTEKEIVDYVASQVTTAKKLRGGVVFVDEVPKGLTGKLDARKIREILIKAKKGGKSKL
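test system = cell-free luciferase reagent | medium = PBS as buffer for the ATP substrate | dosing = test compounds dosed from 2 mM stocks in 100% DMSO | incubation = 10 min at ambient temperature | detection = luminescence measurement of luciferase light output | benchmarks = low control with PBS replacing ATP, high control enzyme plus ATP without compound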
PMI act = activators of human phosphomannose isomerase; AID 1214; P34949; 190,000 tested, 0.005% active; activation factor at 20 µM; purified human PMI, coupled resazurin fluorescence, 20 min; active compounds read high; 1 = vehicle control, 0 substrate-free wells;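 active means activation factor of 2 or more at 20 µM, relative to plate controls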
FLuc inhib CS = counter-screen for luciferase assay inhibitors: firefly luciferase inhibition; P08659; ATPLite firefly luciferase biochemical luminescence, 10 min; inhibition, % at 10 µM; 200,000 tested, 1.5% active;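 active means inhibition above about 50% when tested at 10 µM, limit read from the data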
TNAP inh noacc = TNAP (human) inhibition, acceptor-free conditions. 200,000 tested, 0.26% active. AID 1012. inhibition, % at 20 µM. P05186. purified TNAP, CDP-star luminescence, 30 min;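 active means tissue-nonspecific alkaline phosphatase inhibition above about 50% at 20 µM in the single-dose screen, limit read from the data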;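 further: 0% = DMSO negative control and 100% = EDTA positive control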
APP 5'UTR act = activates APP 5'UTR luciferase reporter. SH-SY5Y APP 5'UTR luciferase reporter, luminescence; zero percent = DMSO vehicle wells. activation, % at 2 µM. 190,000 tested, 1% active;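 active means activation above a set limit, based on mean plus 3 SD of controls, cut at about 140% in these data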; further: values of inactives mirror those of a sister screen read the other way
TNAP act hi DEA = TNAP (human) activation, high acceptor | P05186 | purified TNAP, CDP-star luminescence, 1 M DEA, 30 min; active compounds read high; 0 = EDTA background, 1 = DMSO-only activity | activation factor at 20 µM | 200,000 tested, under 10 active | AID 1136;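 active means activation factor at least 2 at 20 µM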
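Assay system: human TNAP; Input: enzyme diluted 1/800 final; Reagent: CDP-star luminogenic substrate at 100 µM final; Timing: 30 min, room temperature; Signal: luminescence; Evaluation: TNAP activation factor scaled between EDTA and DMSO control wells.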
PMI act satM6P = PMI (human) activation, high substrate; P34949; coupled PMI enzyme assay, resazurin fluorescence, 20 min; active compounds read high; 1 = untreated enzyme, 0 = substrate-free blank; activation factor at 20 µM; 190,000 tested, 0.34% active;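 active means activation factor of 2 or more at 20 µM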
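Test system: Human PMI in coupled enzyme assay | Input: 15 ng/mL PMI | Medium: HEPES-buffered pH 7.4 with magnesium and detergent | Compound: One concentration, 20 µM, in 1% DMSO | Incubation: Enzyme reaction with compound 20 min at room temperature | Detection: Diaphorase-driven resazurin-to-resorufin fluorescence, excitation 544, emission 590 nm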
Active calls of the source: *; / = not tested or not shown.

SMILES	bIAP activator	TNAP inh hiacc	NF-kB neuron act	FLuc stim CS	PMI act	FLuc inhib CS	TNAP inh noacc	APP 5'UTR act	TNAP act hi DEA	PMI act satM6P
Cc1ccccc1NC(=O)OCc1cccnc1Sc1ccc(Cl)cc1	0.9	-5	1	1	0.9	-5	-8	26	1	1
CSC1=NC(=O)/C(=C\c2cccc3ccccc23)S1	1	3	1.3	0.7	1.7	28	2	21	1	1.3
O=C(COC(=O)[C@@H]1CCCN1C(=O)c1cccs1)NCCc1ccccc1	1	-3	1.3	1	1	1	-16	3	1	1
COC(=O)CC(c1ccc(F)cc1)n1c(C)ccc1C (configuration not stated)	0.9	-1	1.1	1	0.8	-2	-4	15	1	0.9
O=C(CSc1nc2ccccc2n1-c1ccccc1)Nc1ncc(Cl)cc1Cl	1	-3	1.1	1.1	0.9	-6	-6	-3	1	0.9
CCCN1C(=O)/C(=C/c2ccc(C)s2)NC1=S	0.7	16	1.2	1	1	1	23	-1	0.8	1.1
CC(=O)NC1CC(C)(C)N(OC(C)=O)C(C)(C)C1	1	-4	1.4	1	1	-2	-11	-5	1	1
COC(=O)c1ccc(S(=O)(=O)N(Cc2cc3cc4c(cc3[nH]c2=O)OCO4)C2CCCCC2)cc1	0.9	-6	/	1.1	1	-7	-15	/	1.1	0.9
O=C(C1CCC(=O)N1Cc1ccccc1Cl)N1CCN(c2cccc(Cl)c2)CC1 (configuration not stated)	1	-5	1.2	1.1	1	-9	-12	/	1	1
COc1cccc(OC)c1C(=O)Nc1ccc(NC(=O)c2ccco2)cc1	1	-8	0.93	1	1.1	-3	-14	15	1.1	1
CCc1nc2ccccc2c(C(=O)OC2CCCCC2=O)c1C (configuration not stated)	1	-5	0.85	1	1.1	-3	-6	3	1.1	1
CC(C)N(C)NC(=S)Nc1ccccc1	1	1	1.1	1	0.9	-2	-9	-8	1	1
CSCCC(NC(=O)c1ccco1)C(=O)OCc1cc([N+](=O)[O-])cc2c1OCOC2 (configuration not stated)	0.8	-2	0.97	1	1	1	-11	-8	1	0.9
CC(=O)Nc1ccccc1NC(=O)c1ccc(C)c(C)c1	1	-4	/	1	0.9	0	-13	0	1	1
CCOC(=O)N1CCC(NC(=O)c2ccc3c(Cl)c4c(nc3c2)CCCC4)CC1	1.2	-5	0.76	1.1	1	-6	-5	21	1	0.9
O=C1C2C3C=CC([C@@H]2C(=O)N1c1nccs1)C31CC1 (some centres not stated)	0.5	-6	1.4	1.1	1	-6	-6	-3	1.1	1.1
CC(C)C(NS(=O)(=O)c1ccc2c(c1)OCCCO2)C(=O)O (configuration not stated)	1	0	1.1	1.1	0.9	-6	-11	24	1	1
CCOC(=O)/C(C#N)=C1/SC(C)C(=O)N1c1ccc(Br)cc1 (configuration not stated)	1	-3	1.1	1.1	1.1	-8	0	-6	1	1
CC(C)CCN(C)C1CCN(C(=O)Nc2c(F)cccc2F)CC1	1	0	1	1	0.9	0	-10	-2	1	0.9
O=C(OCCN1CCCCC1)C1(c2ccccc2)CCCC1	1.1	-7	1.1	1.1	1.1	-6	-7	-2	1.1	1.1
Cc1cc(C(=O)NCc2cc(C(=O)O)oc2C)c(C)o1	0.9	0	0.99	1	1	-2	-9	7	1	1
COc1ccc2[nH]c(=O)c(CN(Cc3cccs3)S(=O)(=O)c3c(C)ccc4nsnc34)cc2c1	0.8	2	0.29	1	1	-4	-6	10	1	1
Cc1ccc(S(=O)(=O)N2C(=O)CCC2C(=O)NCc2ccco2)cc1 (configuration not stated)	0.9	0	1.1	1	1	-4	1	-7	1	1
CN(CC(=O)N1CCN(C2CCCCC2)CC1)S(=O)(=O)c1cccc2nsnc12	1	-4	0.95	1.1	0.9	-6	-9	-5	1	1
COc1ccccc1NC(=S)NC(NC(=O)C(C)C)C(Cl)(Cl)Cl (configuration not stated)	1.1	0	1.1	1	1	3	-4	-19	1	1
COc1cccc(-c2nnc(SCc3nc4ccccc4s3)n2C)c1	1	-5	1.5	1.1	1	-8	-21	/	1.1	1
CN(C)S(=O)(=O)c1ccc(C(=O)Nc2cc(=O)n(C)c(=O)n2C)cc1	1	-3	1.3	1	1.1	-4	-7	0	1	1
COc1cccc(/C=C(/C(=O)OCC(=O)NCC2CCCO2)c2ccccc2)c1 (configuration not stated)	1.1	-4	1.1	1	1	-5	-12	6	1	1
Fc1cccc(-c2oncc2-c2nnnn2-c2ccc(Cl)cc2)c1	1	7	0.9	1	1.1	-5	-2	0	0.9	1.2
COc1ccc(CCNC(=O)CS(=O)(=O)c2cn(CC(=O)N3CCOCC3)c3ccccc23)cc1OC	1	-2	1.1	1.1	1	-5	-4	15	1	0.5

Two records drawn at random from those above:
SMILES	bIAP activator	TNAP inh hiacc	NF-kB neuron act	FLuc stim CS	PMI act	FLuc inhib CS	TNAP inh noacc	APP 5'UTR act	TNAP act hi DEA	PMI act satM6P
O=C1C2C3C=CC([C@@H]2C(=O)N1c1nccs1)C31CC1 (some centres not stated)	0.5	-6	1.4	1.1	1	-6	-6	-3	1.1	1.1
COc1cccc(/C=C(/C(=O)OCC(=O)NCC2CCCO2)c2ccccc2)c1 (configuration not stated)	1.1	-4	1.1	1	1	-5	-12	6	1	1

The list continues:
SMILES	bIAP activator	TNAP inh hiacc	NF-kB neuron act	FLuc stim CS	PMI act	FLuc inhib CS	TNAP inh noacc	APP 5'UTR act	TNAP act hi DEA	PMI act satM6P
Cc1ccccc1-c1n[nH]c(=S)n1/N=C/c1ccc(-c2ccccc2Br)o1	1.1	6	1.4	1.1	0.9	-8	10	6	0.9	0.9
COc1ccc(N(C(=O)CNC(=O)c2cccs2)C(C(=O)NCC2CCCO2)c2ccc(OC)c(OC)c2)cc1 (configuration not stated)	1.1	-7	/	1	1	-4	-11	-3	1.1	1
Cc1cc(CNC(=S)Nc2ccc(Br)cc2Cl)nn1C	1.2	-4	1	1	0.8	-4	-9	9	1	0.8
COCCN1C(=O)c2ccccc2C(C(=O)NCC2CCCO2)C1c1c[nH]c2ccccc12 (configuration not stated)	0.9	-7	1	1.1	1.1	-9	4	-9	1.1	1.1
Cc1ccc(-c2nnc(OCc3cccnc3)c3ccccc23)cc1	1	-6	1.1	1.1	0.9	-6	-4	-3	1.1	0.9
Cc1csc(NC(=O)Cc2c[nH]c3ccccc23)n1	0.9	-4	2.6	1	0.9	-1	-6	24	1	0.9
COc1ccc(/C=C/C(=O)NC(=S)Nc2ccc(C(=O)O)cc2)cc1	0.9	-4	1.1	1	1	3	-3	-4	1	1
CCc1nnc(NC(=O)CSc2nnc(Cc3cc(=O)[nH]c(=O)[nH]3)n2-c2cccc(OC)c2)s1	1.2	-4	1.1	1.1	1.2	-5	-19	-15	1	1.1
CC(C)c1nnc(NC(=O)c2ccc(N3C(=O)CCC3=O)cc2)s1	0.9	2	1.9	1	0.9	0	-13	5	1	0.9
COc1ccc(C2SCCN2C(=S)Nc2cccc(Cl)c2)cc1 (configuration not stated)	1	4	0.97	1	0.9	-3	-23	11	1	1
O=C(CSc1nnc(COc2ccc(Cl)cc2)n1Cc1ccco1)c1ccccc1F	1	1	1.1	1	1	-1	-6	-5	1	0.9
COCCNC(=S)Nc1ccc(S(=O)(=O)Nc2cnc3ccccc3n2)cc1	1.1	-3	1	1	1	-4	-12	9	1	0.9
COc1ccc(C2=CC(=O)CC(c3ccccc3)C2)cc1 (configuration not stated)	0.9	-1	1.1	1.1	0.9	-5	-2	8	1	0.9
Cc1nc2c(cnn2-c2ccccc2)c(=O)[nH]1	1.1	-4	/	1.1	1	-6	-10	0	1	1.1
COc1cc(S(=O)(=O)N2CCCCCC2)ccc1Cl	0.5	-2	0.95	1.1	0.9	-6	1	-3	1	0.9
Cc1ccccc1N(CC(=O)N1CCN(c2ccccc2)CC1)S(C)(=O)=O	1	-2	1.1	1.1	0.9	-5	-6	20	1	0.8
O=[n+]1cc(-c2ccc(F)cc2)n([O-])c2c1CCC2	1	-1	1.2	1.1	1	-9	-7	20	1	1
CCOc1ccccc1N(C(C)=O)S(=O)(=O)c1ccc(Cl)cc1	1.1	2	1.1	1	1.1	1	-1	-12	1	1.1
CCCCNC(=O)N1CCN(c2ccccc2OC)CC1	1	-9	1.1	1.1	0.9	-9	-13	6	1.1	1
CCc1cccc(C)c1NC(=S)N(Cc1cccnc1)Cc1ccco1	0.5	4	1.3	1	0.9	-3	-18	-6	1	1
CC(=O)OC1CC(C)N(C(=O)c2ccccc2)c2ccc(C)cc21 (configuration not stated)	1	1	0.97	1	0.9	-4	-8	-8	1	0.9
COc1cc2nc(CN3CCN(S(=O)(=O)c4ccc(Cl)cc4)CC3)[nH]c(=O)c2cc1OC	1.2	-7	0.99	1.1	0.9	-8	-36	9	1.1	0.9
COc1ccccc1NC(=O)CSc1nnc(-c2ccoc2C)n1CC1CCCO1 (configuration not stated)	1	-4	1.1	1.1	1.1	-9	0	-10	1	1
Cc1cccc(-c2nnc3n2N=C(c2ccccc2)CS3)c1	0.9	-7	1.1	1.1	1	-9	-8	6	1.1	1
CC(C(=O)Nc1ccc(S(=O)(=O)N2CCOCC2)cc1)N1CCN(c2ccccn2)CC1 (configuration not stated)	1	-8	1.1	1.1	1.1	-6	-17	12	1.1	1
CC(C)CC(=O)Nc1ccc(F)c(Cl)c1	0.9	-10	0.98	1.1	1	-9	-9	2	1.1	1
Cc1ccc(S(=O)(=O)N2CCN(Cc3nc4ccccc4[nH]3)CC2)cc1C	1.1	-3	1	1.1	1	-8	-22	-33	1	1
COc1cccc(-c2nnc(NC(=O)c3ccc(S(=O)(=O)N4CCOCC4)cc3)o2)c1	1	-3	0.74	1	1	-1	-8	-20	1	1.1
CCN(CCCNC(=O)CCNC(=O)Cn1ccc2ccccc2c1=O)c1ccccc1	1	2	1.3	1	0.8	-2	-5	-1	1	0.8

Ordered by SMILES length (lowest first): five of the compounds above
SMILES	bIAP activator	TNAP inh hiacc	NF-kB neuron act	FLuc stim CS	PMI act	FLuc inhib CS	TNAP inh noacc	APP 5'UTR act	TNAP act hi DEA	PMI act satM6P
O=[n+]1cc(-c2ccc(F)cc2)n([O-])c2c1CCC2	1	-1	1.2	1.1	1	-9	-7	20	1	1
COc1ccccc1NC(=O)CSc1nnc(-c2ccoc2C)n1CC1CCCO1 (configuration not stated)	1	-4	1.1	1.1	1.1	-9	0	-10	1	1
CCN(CCCNC(=O)CCNC(=O)Cn1ccc2ccccc2c1=O)c1ccccc1	1	2	1.3	1	0.8	-2	-5	-1	1	0.8
CC(C(=O)Nc1ccc(S(=O)(=O)N2CCOCC2)cc1)N1CCN(c2ccccn2)CC1 (configuration not stated)	1	-8	1.1	1.1	1.1	-6	-17	12	1.1	1
COc1cc2nc(CN3CCN(S(=O)(=O)c4ccc(Cl)cc4)CC3)[nH]c(=O)c2cc1OC	1.2	-7	0.99	1.1	0.9	-8	-36	9	1.1	0.9
